MDM2 E3 inh: MDM2-luciferase reporter signal enhancers, primary screen, MDM2 E3 ligase inhibitor project, cell-based, luminescence, 1536-well; AID 1230, 2008; cell-based MDM2 ubiquitination luciferase reporter, 2 h; 0 = plate control, 100 = twice control, blank-subtracted; 0.11% of 210,000 active; signal enhancement, % at 5 µM;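 active = signal enhancement of 30% or more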;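 note: luminescence tracks abundance of the self-degrading MDM2-luciferase fusion protein; higher signal means inhibition of MDM2 E3 ligase activity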
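Assay system: stable mammalian line carrying autodegrading MDM2–luciferase fusion reporter; amount: 2000 cells seeded into each well; buffer or medium: DMEM; benchmarks: plate control and blank wells; signal: luciferase luminescence; timing: 2 h compound exposure at 37 °C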
Rad51 HR inh: human RAD51 strand exchange inhibitors, primary screen, biochemical, fluorescence; AID 1385, 2008; inhibition, % at 10 µM; hRad51 DNA strand exchange, fluorescence dequenching; 0.085% of 200,000 active;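 active = inhibition above 40% at the single screening dose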;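 note: 0% = DMSO control wells and 100% = blanks with heterologous ssDNA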
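Test system: preformed human Rad51 ssDNA filaments; also added: Donor/quencher-labelled 47-bp dsDNA substrate; doses: 10 µM final, single point; times: 37 °C 15-min filament assembly, 30-min compound preincubation, 15-min exchange; detection: FRET fluorescence dequenching, excitation 485 nm, emission 520 nm; read-out basis: Fluorescence-based percent inhibition, control- and blank-normalised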
FXIa inh 1536: human FXIa protease inhibitors, primary screen, biochemical, 1536-well. Coagulation factor XI (Homo sapiens), P03951. purified FXIa, Boc-Glu-Ala-Arg-AMC fluorogenic substrate. inhibition, % at 5 µM. 0.14% of 220,000 active. AID 798, 2007;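 active = inhibition of at least 40%; inactive = inhibition below 40%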;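 note: fluorescence of freed AMC excited at 355 nm; 0% = enzyme without compound and 100% = no enzyme blank; many of its hits are not listed in these tables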
14-3-3 Bad PPI: inhibitors of 14-3-3 zeta/Bad binding, primary screen, biochemical, TR-FRET, bovine 14-3-3 zeta | 14-3-3 protein zeta/delta (Bos taurus), P63103 | TR-FRET 14-3-3zeta/Dy647-pBad peptide displacement, 1 h | inhibition, % at 21.7 µM | 0.71% of 220,000 active;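 active = inhibition above about 70%, limit read from the data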;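 note: 0% = full 14-3-3 plus peptide FRET controls and 100% = background without 14-3-3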
FXIIa inh 1536: human FXIIa protease inhibitors, primary screen, biochemical, 1536-well; Coagulation factor XII (Homo sapiens), P00748; 0.3% of 220,000 active; purified FXIIa, Boc-QGR-AMC fluorogenic substrate, 2 h; inhibition, % at 5 µM; in the data active = inhibition above about 40%;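 note: 0% = enzyme with no compound and 100% = blank without enzyme; many of its hits are not listed in these tables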
p97 ATPase inh: inhibitors of human p97 ATPase, primary screen, biochemical | AID 1481, 2009 | inhibition, % at 8 µM | 0.42% of 220,000 active | Transitional endoplasmic reticulum ATPase (Homo sapiens), P55072 | recombinant p97 ATPase, Kinase-Glo ATP luminescence, 3 h; in the data active = inhibition above about 15%;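 note: 0% = DMSO vehicle and 100% = wells lacking enzyme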
hK5 inh: human KLK5 protease inhibitors, primary screen, biochemical, 1536-well; Kallikrein-5 (Homo sapiens), Q9Y337; recombinant hK5, fluorogenic AMC substrate cleavage; inhibition, % at 5 µM; 0.59% of 210,000 active;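 active = inhibition of 40% or more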;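 note: 0% = enzyme controls without compound and 100% = no-enzyme blanks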
Target sequence (Q9Y337 67-293 limits assumed): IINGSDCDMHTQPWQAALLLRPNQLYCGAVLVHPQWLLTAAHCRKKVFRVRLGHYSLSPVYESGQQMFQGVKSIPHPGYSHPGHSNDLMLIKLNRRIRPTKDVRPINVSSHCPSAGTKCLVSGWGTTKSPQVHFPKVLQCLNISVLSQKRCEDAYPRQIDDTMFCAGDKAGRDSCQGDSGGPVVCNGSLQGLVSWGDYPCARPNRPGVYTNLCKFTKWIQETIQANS
eIF4E-4G inh: eIF4E–eIF4G protein interaction inhibitors, primary screen, biochemical, uHTS, TR-FRET, eIF4GI fragment | inhibition, % at 21.7 µM | TR-FRET eIF4E-eIF4GI(517-606) binding, 2 h | Eukaryotic translation initiation factor 4E (Mus musculus) + Eukaryotic translation … | 0.37% of 220,000 active;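 active = inhibition above about 30%, limit read from the data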;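 note: 0% = full FRET control wells and 100% = background wells lacking eIF4GI fragment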
Wee1 degr inh: Wee1 degradation inhibitors, primary screen, cell-based, HeLa, Wee1K328M-luciferase, luminescence; HeLa Luc-Wee1K328M stability; 100% = proteasome inhibitor MG132 effect; reporter increase, % at 5 µM; 1.2% of 220,000 active;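 active = activation above the mean of all tested compounds plus 3 SD, set per screening run, cut at about 8.8% in these data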;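 note: cells exposed to compound for 20 h before luminescence read; 0% = DMSO alone and 100% = MG132 at 30 µM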
Target sequence (P30291 whole entry K328M): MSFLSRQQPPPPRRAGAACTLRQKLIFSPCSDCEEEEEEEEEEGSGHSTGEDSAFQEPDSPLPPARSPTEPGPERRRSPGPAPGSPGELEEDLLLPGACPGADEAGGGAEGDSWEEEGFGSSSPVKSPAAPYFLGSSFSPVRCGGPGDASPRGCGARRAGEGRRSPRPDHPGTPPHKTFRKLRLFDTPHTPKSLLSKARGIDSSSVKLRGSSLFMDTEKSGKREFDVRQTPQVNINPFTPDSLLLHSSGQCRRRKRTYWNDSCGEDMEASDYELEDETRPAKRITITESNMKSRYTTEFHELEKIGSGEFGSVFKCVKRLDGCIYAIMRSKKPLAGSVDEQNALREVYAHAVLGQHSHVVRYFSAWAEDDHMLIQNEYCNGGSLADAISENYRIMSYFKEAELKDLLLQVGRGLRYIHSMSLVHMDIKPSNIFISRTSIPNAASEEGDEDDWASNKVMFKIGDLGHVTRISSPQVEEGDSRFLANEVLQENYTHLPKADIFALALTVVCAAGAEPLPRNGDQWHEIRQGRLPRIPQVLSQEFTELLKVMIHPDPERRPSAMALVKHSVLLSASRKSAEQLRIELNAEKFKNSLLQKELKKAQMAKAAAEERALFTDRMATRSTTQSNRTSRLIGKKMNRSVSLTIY
* marks the source's active call; other numbers are inactive results; · = no result given; [ ] = remark or other dose.

SMILES	MDM2 E3 inh	Rad51 HR inh	FXIa inh 1536	14-3-3 Bad PPI	FXIIa inh 1536	p97 ATPase inh	hK5 inh	eIF4E-4G inh	Wee1 degr inh
Cc1ccc(N(C(C)C(=O)Nc2ccccc2C(=O)N2CCOCC2)S(C)(=O)=O)cc1C (stereo not drawn)	-1	-9	-3	-1	8	-4	14	-6	-1
O=C(CN1CCCC1)N1c2ccccc2Sc2ccc(C(F)(F)F)cc21	5	-5	9	-3	13	-1	-4	3	-1
O=C(Cn1nnc2ccccc21)Nc1ccccc1[N+](=O)[O-]	-14	0	-10	-2	4	-1	-2	3	-3
O=C(NNC(=O)C1CC2CCC1C2)c1sc2ccccc2c1Cl (stereo not drawn)	-8	4	6	-3[fluorescence artefact?]	8	3	-5	0	1
CC/C(=N\NC(=O)C1CC1)c1cccc(Cl)c1	2	-2	-3	-1	7	2	2	0	2
O=C(c1cnccn1)N1CCc2c([nH]c3ccccc23)C1c1cccc(Cl)c1 (stereo not drawn)	-3	-6	3	-9	11	3	·	1	6
CC1=NNC(=O)/C1=C\c1cn(-c2ccccc2)nc1-c1cccs1	16	14	4	10	10	-1	-17	7[fluorescence artefact?]	2
CCc1cccc(C)c1NC(=O)CO/N=C(\C)c1cc2ccccc2o1	-5	-1	0	-6	0	-3	-14	-1	-2
COC(=O)c1ccc(N2CCN(S(=O)(=O)c3c(C)cc(C)cc3C)CC2)c([N+](=O)[O-])c1	-10	·	-6	1	-2	-1	-14	9	0
Cc1noc(C)c1S(=O)(=O)N1CCC2(CC1)OCCO2	-7	4	-1	-3	13	-7	-2	0	0
Cc1cc(-c2csc(NC(=O)c3ccc(S(=O)(=O)N(C)C)cc3)n2)c(C)n1-c1ccccc1	23	-10	5	-15	17	0	-16	-11	1
CN1CCN(NC(=O)CN2C(=O)/C(=C/c3ccccc3F)SC2=S)CC1	-10	-4	3	-14	14	4	-40	0[fluorescence artefact?]	6
Brc1ccc(CSc2ccc3nnc(-c4ccccn4)n3n2)cc1	5	22	-6	-12	4	0	-12	-1	-1
C/C(=C\c1ccccc1)CN1CCN(c2ccccc2F)CC1	3	0	11	53	10	2	4	0	0
Cc1ccc(CON=C2CCN(c3ncc(C(F)(F)F)cc3Cl)CC2)cc1	-1	-11	-6	8	7	-4	2	-2	1
Cc1ccc(NC(=O)CN(C)CC(=O)Nc2ccc(N3CCOCC3)cc2)c([N+](=O)[O-])c1	-4	0	-2	-15[fluorescence artefact?]	6	-2	-16	-5[fluorescence artefact?]	1
Cc1ccc(C)c(NC(=O)CCC(=O)NNC(=O)c2cccs2)c1	0	0	6	-19	14	6	-18	-3	-3
CN1CCN(C(=O)c2ccc3c(=O)n(Cc4ccco4)c(=S)[nH]c3c2)CC1	-10	6	7	-28[fluorescence artefact?]	0	2	-22	2	7
CCN(CCNC(=O)c1cc(C)nn1-c1ccccc1)c1ccccc1	-13	2	5	-3	17	-7	-3	-6	1
Nc1ccccc1-c1nnc(-c2ccc(-c3ccccc3)cc2)o1	-10	·	-7	·	-3	-2	-22	·	2
Cc1ccc(N2CC(C(=O)NCc3cccs3)CC2=O)cc1C (stereo not drawn)	-11	7	5	-5	8	4	-13	-4	-1
C=C(Cl)COc1ccc2c(CCC)cc(=O)oc2c1	-11	-2	-1	7	9	-7	-9	-1	-3
Cc1ccc(S(=O)(=O)N2CCC(C(N)=O)CC2)c(C)c1C	2	-4	2	3	16	-1	-9	3	-2
CCC1CCc2c(sc(NC(=O)CSc3nc(-c4ccco4)cc(C(F)(F)F)n3)c2C#N)C1 (stereo not drawn)	5	3	-13	6	18	0	9	0[fluorescence artefact?]	-4
COc1ccccc1N1C(=O)CC(Sc2ccccc2N)C1=O (stereo not drawn)	-9	11	-2	0	10	2	-6	1	1
CC(C)(C)Nc1nc2nonc2nc1NC(C)(C)C	7	·	-4	4	-1	2	-23	-16	0
Cc1nc2nc(CCc3ccccc3)nn2c(C)c1Cl	-11	·	3	22	11	-3	-17	9	2
Cc1ccc(OCC(=O)c2cc(C)n(Cc3ccco3)c2C)c([N+](=O)[O-])n1	·	26	8	-1	12	-5	16	-13	4
COC(=O)[C@@H]1C[C@H]2CC[C@H](O)C[C@H]2N1Cc1ccc(C(C)(C)C)cc1	14	-8	0	-3	7	·	1	-2	·
COc1ccc(N=CC2=C(O)CC(C)(C)CC2=O)cc1OC	-3	0	3	-16	10	8	0	1	-3
c1ccc(-c2noc(CC3CCCCC3)n2)cc1	-16	14	-2	-16	6	5	-6	0	-4
O=C(COC(=O)C1(c2ccc(F)cc2)CCCC1)NC1CC1	-12	-3	-13	-1	7	1	-26	-10[fluorescence artefact?]	0
CCOc1ccc(C(=O)N/N=C/c2ccc(-c3ccc(S(=O)(=O)Nc4ncccn4)cc3)o2)cc1	8	3	4	6[fluorescence artefact?]	15	4	15	-4	2
COc1ccc(NC(=O)C2CC(=O)n3c(nc4ccccc43)N2)cc1 (stereo not drawn)	·	-15	-4	-2	2	-3	0	-4	0
O=c1[nH]c(NNC(=S)NCc2ccccc2)nc2c1C1(CCCCC1)Cc1ccccc1-2	·	·	7	-14	10	4	-55	0[fluorescence artefact?]	5
CCc1cc2c(N[C@@H](Cc3c[nH]c4ccccc34)C(=O)O)ncnc2s1	·	·	6	-19	7	-2	-26	9[fluorescence artefact?]	4

Arranged by molar mass (rising): part of the list above.
SMILES	MDM2 E3 inh	Rad51 HR inh	FXIa inh 1536	14-3-3 Bad PPI	FXIIa inh 1536	p97 ATPase inh	hK5 inh	eIF4E-4G inh	Wee1 degr inh
c1ccc(-c2noc(CC3CCCCC3)n2)cc1	-16	14	-2	-16	6	5	-6	0	-4
COc1ccc(N=CC2=C(O)CC(C)(C)CC2=O)cc1OC	-3	0	3	-16	10	8	0	1	-3
O=C(COC(=O)C1(c2ccc(F)cc2)CCCC1)NC1CC1	-12	-3	-13	-1	7	1	-26	-10[fluorescence artefact?]	0
COc1ccc(NC(=O)C2CC(=O)n3c(nc4ccccc43)N2)cc1 (stereo not drawn)	·	-15	-4	-2	2	-3	0	-4	0
CCc1cc2c(N[C@@H](Cc3c[nH]c4ccccc34)C(=O)O)ncnc2s1	·	·	6	-19	7	-2	-26	9[fluorescence artefact?]	4

Next section
SMILES	MDM2 E3 inh	Rad51 HR inh	FXIa inh 1536	14-3-3 Bad PPI	FXIIa inh 1536	p97 ATPase inh	hK5 inh	eIF4E-4G inh	Wee1 degr inh
CCn1c(=O)cc(SCC(=O)Nc2ccc3c(c2)OCCO3)c2ccccc21	-10	2	3	13	14	5	-20	-3	-2
CCN(CC)C(=O)CSc1nnc(COc2ccccc2)n1N	·	·	7	-1	8	0	·	0	-1
CCn1c(SCc2nc(-c3cccs3)no2)nnc1-c1c[nH]c2ccccc12	-13	3	-4	-12[fluorescence artefact?]	-5	8	-17	2	0
Nc1ccc(-c2nc3ccccc3[nH]2)cc1	-22	0	7	9	14	-8	-11	6	7
Cc1nn(-c2ccccc2)c2sc(C(=O)OCn3nnc4ccccc4c3=O)cc12	-2	·	2	16[fluorescence artefact?]	14	3	-8	13	5
Brc1cccc(-c2nnc(SCc3nc4ccccc4[nH]3)o2)c1	-8	·	6	3	17	-3	-19	1	-2
Cc1ccc(/C=C2\SC(N)=NC2=O)s1	-12	11	3	-3	1	-4	-4	3	-1
CCOC(=O)/C(=C\c1ccc(OC(F)F)cc1)C1=Nn2c(nnc2-c2ccc(Cl)cc2)SC1	7	4	8	-14	13	4	-17	0	3
CCOC(=O)C1C(=O)C=C(c2ccc(OC)cc2)CC1c1ccco1 (stereo not drawn)	-21	1	-3	-9	4	-2	12	3	2
C=CCNC(=S)NNC(=O)C(CC(C)C)CC(C)O (stereo not drawn)	-6	·	-3	3	9	0	-3	3	-3
COc1ccc(COC(=O)c2nc3nc(C)cc(C)n3n2)cc1F	-17	-1	-10	3[fluorescence artefact?]	-12	1	-9	8	1
COC(=O)C1(C)Nc2ccccc2C(=O)N1c1ccccc1OC (stereo not drawn)	·	·	-12	4[fluorescence artefact?]	-10	-5	-11	-4[fluorescence artefact?]	1
O=C(Nc1ccc(-c2nc3ccccc3s2)cc1)C1=COCCO1	-84	13	2	-5	7	2	-20	6	0
Cc1ccc2nsnc2c1S(=O)(=O)N1CCN(Cc2ccc3c(c2)OCO3)CC1	-4	6	1	6	9	-4	-13	6[fluorescence artefact?]	-1
Cc1cccc(C)c1NC(=S)NN(Cc1ccccc1)c1ccccc1	-1	-11	6	8	8	-6	-11	8	4
CCN1CCN(c2nc3ccccc3n3cnnc23)CC1	-12	2	2	1	3	6	5	11	-1
COC(=O)c1ccc(COc2ccc(/C=N/Nc3cccc(C(=O)O)c3)cc2)cc1	-10	-3	1	12	16	2	5	5	0
COc1cc(Cl)c(C)cc1NC(=O)CNC(=O)Cn1cnc2ccccc2c1=O	-16	·	-8	-17[fluorescence artefact?]	-2	3	-11	4	-2
CCOC(=O)c1c(NC(=O)c2ccncc2)sc(C)c1C	-2	-46	1	-3	11	1	7	-2	-1
O=C(c1ccccc1)N1CCN(c2ccc([N+](=O)[O-])c(NCC3CCCO3)c2)CC1 (stereo not drawn)	-16	12	-4	0	0	-3	-6	2	11*
[O-]/[N+](=C/c1ccc(F)cc1)c1ccc(Cl)cc1	-11	0	6	6	6	2	-21	4	0
CC(C)(C)NC(=O)C(c1ccc(O)cc1)N(Cc1ccco1)C(=O)Cn1nnc(-c2cccs2)n1 (stereo not drawn)	3	-5	10	8	12	-5	0	0	-2
COC(=O)c1c(C(=O)OC)n(CCCN)c2ccc(C)cc12	0	-10	0	7	8	1	-6	-1	2
O=C(COC(=O)[C@@H]1CC(O)CN1S(=O)(=O)c1ccccc1[N+](=O)[O-])c1ccccc1 (stereo partly drawn)	-24	13	-2	-8	-4	2	-16	-3	1
CC1Cc2cc(/C(O)=C3\C(=O)C(=O)N(CCN4CCOCC4)C3c3ccccc3F)ccc2O1 (stereo not drawn)	-13	6	5	·	14	2	-1	·	-2
Cc1cc(C)c2cc(CN(Cc3ccc4c(c3)OCO4)Cc3nnnn3Cc3ccco3)c(=O)[nH]c2c1	5	-27	-3	1	-3	10	4	1	1
CCCCC(c1nnnn1CC1CCCO1)N1CCN(c2cccc(C)c2C)CC1 (stereo not drawn)	-6	20	4	60[fluorescence artefact?]	7	-3	-10	-1[fluorescence artefact?]	-1
COc1ccc(NC(=O)[C@H](CCS(C)(=O)=O)N2Cc3ccccc3C2=O)c(OC)c1	-11	4	-4	0	5	-3	-16	-3[fluorescence artefact?]	3
O=C(COc1ccc(Br)cc1)N1CCc2ccccc2C1	-13	8	6	-4	12	3	-1	2	-1
CCCn1c2ccccc2c2nc3ccccc3nc21	-17	3	-2	-12	11	7	-25	-2	0

High-throughput results (PubChem BioAssay)
